ATXN2 expr inh: reduces ATXN2 reporter expression in HEK-293 cells; 360,000 compounds, 0.72% hits; Potency, µM (series often up to 57 µM), for inactives: at the top dose activity change, negative = inhibition, usual class: inhibitors; HEK-293 ATXN2-luciferase reporter, luminescence, 24 h; further: potency means the concentration at half of the fitted maximal effect; on the % scale 0 is the no-effect control and ±100 the full control effect; nearly all actives have a fitted effect of over 55% in size
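qHTS (up to 57 uM final) was run with 24 h compound exposure of reporter cells at 37 °C. Each well was multiplexed: SteadyGlo luminescence measured ATXN2-luciferase expression after a fluorogenic Gly-Phe-AFC viability readout (25 uM final).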
HT1080 IDH1KD tx: kills HT-1080 cells with IDH1 knockdown; HT-1080 IDH1 knockdown viability, ATP luminescence, 48 h; Potency, µM (highest dose often 46.1 µM), for inactives: at the top dose activity, negative = toxicity, hits mostly cytotoxic; 360,000 compounds, 2% hits;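 further: potency means the concentration at half of the fitted maximal effect; 0% = DMSO wells and -100% = cell-free medium wells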
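Viability of IDH1-knockdown HT-1080 fibrosarcoma cells was assessed by CellTiter-Glo after 48 h at 37 °C with titrated compound; concentration-effect curves were classified by fit quality and response size.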
WRN helicase inh: WRN helicase (human) inhibition. Q14191. WRN helicase unwinding, fluorescent forked duplex, kinetic. Potency, µM (series often up to 114 µM), for inactives: at the top dose activity change, negative = inhibition, actives largely listed as inhibitors. 360,000 compounds, 0.46% hits. AID 651768; further: potency means the concentration at half of the fitted maximal effect; on the % scale 0 is the no-effect control and ±100 the full control effect; nearly all actives have a fitted effect of over 55% in size
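Primary qHTS, 1536-well format. 20 nM WRN + compound, 15 min RT; start with 100 nM forked fluorophore/quencher duplex, 2 mM ATP (final); kinetic read ex 525/em 598 nm.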
KB-V1 MDR tox: KB-V1 MDR subline cytotoxicity; KB-V1 MDR cells viability, CellTiter-Glo, 72 h; Potency, µM (highest dose often 46.1 µM), for the others: at the highest dose activity change, negative = cytotoxicity, most hits filed as cytotoxic; 400,000 compounds, 3.4% hits; AID 1347076; further: potency means the concentration at half of the fitted maximal effect; on the % scale 0 is the no-effect control and ±100 the full control effect; nearly all actives have a fitted effect of over 60% in size
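KB-V1, DMEM (no phenol red) + 10% FBS; cpd pin-transferred, titration series; 72 h, 37 degrees C; CellTiter-Glo, luminescence. Data normalized, curve-fit.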
IL-1B inflam inh: inhibitors of inflammasome signaling (IL-1 beta secretion); THP-1 LPS/ATP IL-1B secretion, AlphaLISA, 16 h; stronger effect = lower value; activity change, % at 57.5 µM; 360,000 compounds, 4.7% hits; in the data active means activity change below about -50%; inconclusive means mostly about -30% to -49%; further: on the % scale 0 is the no-effect control and ±100 the full control effect
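THP-1 cells pretreated 1 hr with compounds (up to 57.5 uM final), then stimulated with LPS (250 ng/mL final) plus ATP (1.25 mM final); secreted IL-1B measured by AlphaLISA after 16 hr, decreased signal indicating inhibition.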
MCF10A rerep: induces DNA re-replication in MCF 10a normal breast cells. MCF 10A DNA re-replication, Hoechst nuclear intensity, 48 h. Potency, µM (top dose mostly 46.1 µM), without a hit: top-dose activity, positive = re-replication, usual class: activators. 350,000 compounds, 2.9% hits. AID 624296; further: potency means the concentration at half of the fitted maximal effect; % of control where 0% means no effect; nearly all actives have a fitted effect of over 50% in size
SW480 rerep: induces DNA re-replication in SW480 colon adenocarcinoma cells. SW480 DNA re-replication, Hoechst DNA content imaging, 48 h. Potency, µM (top dose mostly 46.1 µM), for the others: at the top dose re-replication activation, hits mostly activators. 340,000 compounds, 1.8% hits. AID 624297; further: potency means the concentration at half of the fitted maximal effect; % of control where 0% means no effect; nearly all actives have a fitted effect of over 55% in size
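Quantitative HTS format with DMSO vehicle controls; 48 hr drug incubation at 37 C, then 40 min Hoechst staining and scanning imager measurement at 405 nm excitation.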
KB-3-1 cytotox: kills parental KB-3-1 adenocarcinoma cells; KB-3-1 viability, CellTiter-Glo ATP luminescence, 72 h; 400,000 compounds, 1.4% hits; Potency, µM (doses to about 46.1 µM), for the others: at the top dose activity change, negative = cytotoxic, actives largely listed as cytotoxic; AID 1347075; further: potency means the concentration at half of the fitted maximal effect; on the % scale 0 is the no-effect control and ±100 the full control effect; nearly all actives have a fitted effect of over 60% in size
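72 h, 37 °C compound treatment of KB-3-1 parental cells; CellTiter-Glo added, 10 min, luminescence read. Data corrected against DMSO-only plates and normalized before curve fitting.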
HT1080NT lethal: kills 2HG-producing HT-1080-NT fibrosarcoma cells; AID 686970; HT-1080-NT fibrosarcoma viability, CellTiter-Glo ATP luminescence, 48 h; Potency, µM (top dose mostly 46.1 µM), for the others: at the top dose activity, negative = less viability, hits mostly cytotoxic; 360,000 compounds, 1.6% hits;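 further: NT is the 2HG producing partner of a matched IDH1 knockdown line; potency means the concentration at half of the fitted maximal effect; 0% = DMSO-treated cells and -100% = media-only wells without cells; nearly all actives have a fitted effect of over 55% in size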
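Fibrosarcoma NT cells, 750 per well in 5% FBS RPMI, were exposed to compound for 48 hours. Viability: CellTiter-Glo luminescence.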
* marks the source's active call; other numbers are inactive results; ? = inconclusive; . = not tested or not shown; [ ] = another dose, or the depositor's remark. Unless noted, the call rests on the fitted dose curve; in most records, active means well fitted curve in the direction sought with a large enough effect; inconclusive means small, poorly fitted or top-dose-only effect, or another doubt; inactive means no such curve, though single readings can be large; an effect the other way counts as inactive or inconclusive.

SMILES	ATXN2 expr inh	HT1080 IDH1KD tx	WRN helicase inh	KB-V1 MDR tox	IL-1B inflam inh	MCF10A rerep	SW480 rerep	KB-3-1 cytotox	HT1080NT lethal
CSc1ccccc1NC(=O)CN(C)CC(=O)Nc1ccccc1C(F)(F)F	-12%	6%	0%	?	29	-4%	4%	-11%	9%
Cn1cccc1/C=C1\SC(=Nc2ccc(O)cc2)NC1=O	.	0.73µM*	-10%	-23%	132	0.58µM*	0.46µM*	0.29µM*	0.52µM*
Cn1c(SCC(=O)Nc2cccnc2Cl)nnc1-c1ccco1	3%	3%	6%	-4%	-15	-62%[inhibitor]	-27%	-6%	8%
O=C(NC1(C(F)(F)F)N=C2SCCN2C1=O)c1ccccc1 (stereo not drawn)	.	2%	4%	6%	0	1%	0%	16%	4%
O=c1ccn([C@@H]2O[C@H](CNCc3ccccc3)[C@@H](O)[C@H]2O)c(=O)[nH]1	10%	16%	-6%	14%	14	.	.	0%	14%
Cc1cccc(NC(=O)C2Cc3ccccc3O/C2=N\O)c1 (stereo not drawn)	4%	16%	1%	25%	-1	6%	-7%	13%	7%
CSc1ncccc1C(=O)OCc1cccc([N+](=O)[O-])c1	23%	9%	-1%	?	-1	1%	-8%	15%	8%
C#Cc1ccc([C@@H]2C=C(C(=O)N3CCN(Cc4ccc5c(c4)OCO5)CC3)O[C@H](OCC)[C@H]2CCCO)cc1	-37%	?	-3%	2%	0	?	-14%	-5%	?
CCOC(=O)C1(Cc2ccc(Cl)cc2)CCN(Cc2cnc(N)nc2)CC1	-9%	-9%	3%	-26%	-5	13%	?	3%	4%
COC(=O)[C@@H]1C[C@]2(Br)c3ccccc3N(S(=O)(=O)c3ccccc3)[C@@H]2N1C(=O)OC	0%	2%	0%	5%	4	2%	-4%	-2%	10%
CC(C)(C)NC(=O)C1(C)CCC(=O)N1C1CC1 (stereo not drawn)	7%	23%	-3%	10%	15	.	.	0%	29%
O=C(NC1CCS(=O)(=O)C1)C1CCCCN1S(=O)(=O)c1ccc(Cl)cc1 (stereo not drawn)	-1%	-7%[9.24 µM]	-5%[57.1 µM]	-12%	25	13%	17%	10%	?
COc1ccc(OC)c(C=NN=Cc2cc(OC)ccc2OC)c1	.	-4%	-7%	16%	5	.	.	8%	9%
Cc1nn(Cc2ccccc2Cl)c(Cl)c1/C=C/C(=O)OCC(=O)NC1CCS(=O)(=O)C1 (stereo not drawn)	-24%	18%	-2%[57.1 µM]	-29%	7	-7%	0%	1%	-17%
Cc1ccc(Nc2nc(-c3ccc(S(=O)(=O)N4CCOCC4)cc3)cs2)cc1Cl	-22%	16µM*	-14%	?	-30	?	9%	-10%	23µM*
Cc1cccc(OCc2nnc(SCc3nc4cc(C(F)(F)F)ccc4c(=O)[nH]3)o2)c1	-7%	0%	-7%	-1%	30	5.8µM*	?	-5%	-10%
CC(NC(=O)c1cc(COc2cccc(C(F)(F)F)c2)on1)c1nccs1 (stereo not drawn)	51%[activator]	2%	-12%	.	3	-6%	-3%	.	0%
CNC(=S)NNC(=O)c1cc(-c2cccnc2)nc2ccccc12	-5%	3%	-2%	?	19	-1%	1%	24%	0%
Cc1ncc(S(=O)(=O)c2ccccc2)c(-c2ccc(Cl)cc2Cl)n1	4%	-10%	-6%	0%	-7	7%	0%	-1%	-7%
Cc1cc(OCC(=O)NCCN2CCOCC2)cc(C)c1Cl	6%	7%	-5%	?	-18	17%	-7%	18%	-4%
COc1ccc(Br)cc1CN1CCC(N2CCCC2)CC1	-13%	-15%	11%	4%	-67*	23µM*	?	2%	-3%
CNc1c(NC(=O)COc2ccc(Cl)cc2)c(=O)oc2ccccc12	-5%	-1%	6%	-12%	1	-2%	-16%	14%	1%
COc1ccc(-c2ccc(C(=O)NCC3CCOCC3)c3occc23)c(C)c1	-17%	?	-6%	0%	-11	.	.	0%	-16%
COCCNCCCCSc1ccc(Cl)cc1	.	-13%	6%	-13%	-6	-1%	0%	0%	-21%
Cc1c(C(=O)NCc2ccccn2)oc2ccccc12	66%[activator]	-9%	-5%	-6%	2	-8%	-1%	-9%	9%[9.24 µM]
CCOc1ncccc1C(=O)OCC(=O)Nc1cccc(S(N)(=O)=O)c1	23%	1%	2%	5%	20	-1%	3%	14%	3%
CCOC(=O)C1(Cc2ccccc2)CCN(Cc2cccc(OC)c2O)CC1	-16%	-11%	-4%	?	-50*	20%	0%	?	-3%
CCOC(=O)C1ON2CCCCC2C1(O)C(F)(F)F (stereo not drawn)	-6%	12%	2%	7%	-2	17%	-22%	15%	12%
O=C(O)c1ccc(/C=C2\SC(=S)N(NC(=O)c3ccccc3[N+](=O)[O-])C2=O)cc1	.	0%	-8%[11.6 µM]	-6%	-10	-10%	-6%	8%	1%
CC(=O)c1ccc(NS(=O)(=O)c2ccc(C)cc2)cc1	19%	-2%	2%	-14%	16	?	-4%	0%	-6%
CS(=O)(=O)N1CCN(Cc2cc(=O)n3ccsc3n2)CC1	0%	-2%	-23%	0%	1	-16%	?	-1%	-1%
O=C1Nc2cc(C(=O)N3CCN(Cc4ccccc4)CC3)ccc2SC1N1CCOCC1 (stereo not drawn)	-1%	-4%	-1%	0%	-18	-2%	-5%	-21%	-10%
CC(C)(C)OC(=O)NC1CONC1=O (stereo not drawn)	1%	21%	1%	2%	-4	0%	0%	?	5%
Cc1nnc(NC(=O)c2ccc3ccccc3c2)o1	-1%	-19%	-4%	-22%	-57*	17%	?	-4%	-20%
O=C(O)CSc1nnc(NC(=O)CN2CCOCC2)s1	2%	0%	5%	-1%	8	0%	5%	-1%	0%
CSc1ccccc1C(=O)N1CCN(c2cccc(Cl)c2)CC1	-27%	23µM*	-2%	16µM*	-7	?	23µM*	0%	?
CCC1CCc2c(sc3nc(SCC(=O)NCc4ccco4)n(-c4ccccc4)c(=O)c23)C1 (stereo not drawn)	-24%	13%	0%	?	33	?	?	?	8%
Cc1ccccc1NC(=O)CSCc1cc(=O)n2ccsc2n1	10%	10%	-1%	18%	-11	2%	21%	0%	3%
CC1=C(C(=O)N2CCOCC2)CC(CC(=O)NCCCN(C)C)C(=O)N1Cc1ccc(C(C)(C)C)cc1 (stereo not drawn)	-3%	20%	2%	9%	-22	.	.	0%	14%
COc1cccc(CCc2nnc(CCC(=O)N3CCCC3c3nccs3)o2)c1 (stereo not drawn)	-31%	6%	-3%	9%	19	-2%	-12%	9%	-5%
Cc1ccc(NC(=O)/C(C#N)=C/c2cc(C)n(-c3ccc(N4CCOCC4)c([N+](=O)[O-])c3)c2C)c(C)c1	?	3%	5%	1%	-20	-1%	-10%	0%	5%
COc1ccc(-c2cc(-c3cc(F)ccc3O)[nH]n2)cc1OC	99%[activator]	?	-13%	-10%	-18	?	3%	0%	0%
CC(=O)Nc1ccc(NC(=O)C(C)OC(=O)CSCc2cccc(Cl)c2)cc1 (stereo not drawn)	0%	-2%	-2%	-8%	32	?	-6%	-3%	-2%
CCn1cc(C(=O)NCC2CCCO2)c(=O)c2cc(S(=O)(=O)N3CCCCCC3)ccc21 (stereo not drawn)	0%	-18%	6%	?	-1	0%	-1%	5%	-23%
CC1=C(C(=O)OCc2ccccc2)C(c2ccccc2OS(=O)(=O)c2ccccc2[N+](=O)[O-])NC(=O)N1CCCC(=O)O (stereo not drawn)	-18%	1%	-6%	5%	5	-37%[inhibitor]	104%[9.22 µM]	-8%	-4%
COc1ccc(-c2nc3nc(C)cc(C)n3n2)cc1	23%	11%	-5%	-5%	14	-1%	-14%	1%	17%
N#CCCn1c(SCC(=O)N2CCN(S(=O)(=O)c3ccccc3)CC2)nc2ccccc21	-6%	1%	-3%	5%	-1	?	-1%	19%	-6%
CC(C)(C)OC(=O)N[C@H](C(=O)OC(C)(C)C)c1ccc(Br)cc1	-1%	2%	-2%	2%	18	2%	7%	3%	5%
CC(C)CN(Cc1cc2ccccc2[nH]c1=O)C(=O)c1cccnc1	6%	-3%	7%	?	11	11%	1%	7%	12%
c1ccc2c(c1)nc(-c1ccncc1)n2CCNc1nc(CN2CCCCC2)cs1	10%	8%	0%	21%	6	-19%	-10%	3%	9%
COc1ccc(NC(=O)CN(C)C(=O)CCc2ccccc2)cc1	18%	20%	-4%	-15%	-9	-2%	-1%	-13%	24%
CCC(=O)NC(=S)Nc1cccc(NC(=O)c2ccco2)c1	-23%	11%	-1%	9%	6	1%	-2%	-1%	9%
Cc1ccccc1NC(=S)N(CCCN1CCOCC1)Cc1cccs1	-9%	3%	-6%	?	20	9%	1%	-3%	6%
COC(=O)c1c(C(=O)OC)c2oc3ccccc3n2c1Cl	0%	-3%	-9%[57.1 µM]	?	10	-12%	-4%	9%	2%

Rewritten with values under each structure: two of the compounds above.
Values run as follows: ATXN2 expr inh, HT1080 IDH1KD tx, WRN helicase inh, KB-V1 MDR tox, IL-1B inflam inh, MCF10A rerep, SW480 rerep, KB-3-1 cytotox, HT1080NT lethal
CC1=C(C(=O)OCc2ccccc2)C(c2ccccc2OS(=O)(=O)c2ccccc2[N+](=O)[O-])NC(=O)N1CCCC(=O)O (stereo not drawn)
→ -18%, 1%, -6%, 5%, 5, -37%[inhibitor], 104%[9.22 µM], -8%, -4%
N#CCCn1c(SCC(=O)N2CCN(S(=O)(=O)c3ccccc3)CC2)nc2ccccc21
→ -6%, 1%, -3%, 5%, -1, ?, -1%, 19%, -6%

Limited to KB-V1 MDR tox, HT1080 IDH1KD tx and SW480 rerep, for some of the entries so far:
| SMILES | KB-V1 MDR tox | HT1080 IDH1KD tx | SW480 rerep |
| --- | --- | --- | --- |
| c1ccc2c(c1)nc(-c1ccncc1)n2CCNc1nc(CN2CCCCC2)cs1 | 21% | 8% | -10% |
| COc1ccc(NC(=O)CN(C)C(=O)CCc2ccccc2)cc1 | -15% | 20% | -1% |
| CCC(=O)NC(=S)Nc1cccc(NC(=O)c2ccco2)c1 | 9% | 11% | -2% |
| Cc1ccccc1NC(=S)N(CCCN1CCOCC1)Cc1cccs1 | ? | 3% | 1% |

Source: PubChem
